Source: PubChem BioAssay (National Center for Advancing Translational Sciences (NCATS))
POLH inh – blocks human DNA polymerase eta activity. recombinant Pol eta, fluorescent DNA replication assay. Potency, µM (highest dose often 114 µM), for inactives: at the top dose activity change, negative = inhibition, actives largely listed as inhibitors. 390,000 tested, 1.2% active; also: potency is read from the fitted curve at half-maximal effect; % is scaled to controls: 0 for no effect and ±100 for the full control effect
Target sequence (Q9Y253 whole entry, looked up): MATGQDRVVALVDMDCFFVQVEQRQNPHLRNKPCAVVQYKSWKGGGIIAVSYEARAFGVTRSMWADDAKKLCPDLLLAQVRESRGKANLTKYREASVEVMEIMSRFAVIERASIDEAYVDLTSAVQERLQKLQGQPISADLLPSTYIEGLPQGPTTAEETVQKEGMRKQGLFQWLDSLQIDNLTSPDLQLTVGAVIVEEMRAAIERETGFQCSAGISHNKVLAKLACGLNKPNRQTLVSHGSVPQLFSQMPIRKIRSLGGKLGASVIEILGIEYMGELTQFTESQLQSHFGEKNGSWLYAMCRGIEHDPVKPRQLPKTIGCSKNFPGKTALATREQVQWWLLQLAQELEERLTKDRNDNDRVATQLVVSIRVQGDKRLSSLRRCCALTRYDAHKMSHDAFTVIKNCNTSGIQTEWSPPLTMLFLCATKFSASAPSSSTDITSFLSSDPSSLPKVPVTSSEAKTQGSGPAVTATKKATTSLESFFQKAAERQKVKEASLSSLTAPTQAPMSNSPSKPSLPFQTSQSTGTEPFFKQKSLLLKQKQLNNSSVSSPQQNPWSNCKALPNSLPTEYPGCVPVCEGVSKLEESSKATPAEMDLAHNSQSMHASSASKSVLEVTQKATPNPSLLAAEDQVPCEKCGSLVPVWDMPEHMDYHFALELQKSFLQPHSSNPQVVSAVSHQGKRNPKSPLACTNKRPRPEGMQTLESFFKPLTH
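Pol eta (10 nM) was preincubated with compounds for 15 min at room temperature, after which fluorescent replication substrate (50 nM final) was added to start the reaction. Fluorescence was read kinetically at 0 and 10 min.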
Pol beta inh – DNA polymerase beta (human) inhibition | P06746 | Pol beta primer extension/strand displacement, fluorescence kinetic | Potency, µM (highest dose often 114 µM), for inactives: at the highest dose activity change, negative = inhibition, hits mostly inhibitors | 340,000 tested, 1.3% active | AID 485314; also: potency is read from the fitted curve at half-maximal effect; % is scaled to controls: 0 for no effect and ±100 for the full control effect
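Pol beta (10 nM) was preincubated with compound for 15 min at room temperature. The reaction was then started with 50 nM substrate and read immediately and after a further 10 min at room temperature.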
Tb PGK inh – T. brucei PGK inhibition | PGK/GAPDH coupled, Kinase-Glo luminescence, 60 min | Potency, µM (series often up to 57.5 µM), for the others: at the highest dose activity change, negative = inhibition, usual class: inhibitors | 380,000 tested, 0.043% active; also: potency is read from the fitted curve at half-maximal effect; % is scaled to controls: 0 for no effect and ±100 for the full control effect; nearly all actives have a fitted effect of over 60% in size
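Recombinant glycosomal PGK reaction used 1,3-bisphosphoglycerate generated in-well by GAPDH (100nM final) in 100mM TEA pH 7.6, 5mM MgCl2, 0.01% Tween-20. After 60 minutes at room temperature, ATP was read by Kinase-Glo Plus luminescence end-point.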
RXFP1 antagonist – antagonists of human relaxin receptor RXFP1. 350,000 tested, 0.59% active. AID 1259400. HEK293-RXFP1, relaxin-stimulated cAMP HTRF, 30 min; active compounds read low. activity change, negative = inhibition, % at 57.5 µM;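 active = activity change of -60% or lower, but not beyond a set lower limit; inconclusive = change between -60% and -40%, or beyond the set limit; inactive = change above -40%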; also: % is scaled to controls: 0 for no effect and ±100 for the full control effect
POLI inh – blocks human DNA polymerase iota activity; 390,000 tested, 1% active; Potency, µM (top dose mostly 115 µM), for inactives: at the top dose activity, negative = inhibition, usual class: inhibitors; Q9UNA4; Pol iota fluorescent replication assay, 10 min; also: potency is read from the fitted curve at half-maximal effect
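Fluorescent replication assay read twice, at 0 min and 10 min after adding 50 nM (final) substrate. Enzyme (10 nM) and compounds were first incubated 15 min at room temperature; enzyme-free buffer wells were negative controls.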
POLK inh – blocks human DNA polymerase kappa activity; Q9UBT6; Potency, µM (titrated, usually from 107 µM), for inactives: at the highest dose activity, negative = inhibition, actives largely listed as inhibitors; purified Pol kappa, fluorescent DNA synthesis assay, 10 min; 400,000 tested, 0.53% active; also: potency is read from the fitted curve at half-maximal effect; % is scaled to controls: 0 for no effect and ±100 for the full control effect
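Kinetic fluorescence readout at 0 and 10 min followed reaction start with substrate at 50 nM final. Beforehand, enzyme (10 nM Pol kappa) stood 15 min with compound at room temperature; buffer-only wells were negative controls.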
BLM helicase inh – Bloom syndrome helicase (human) inhibition; P54132; recombinant BLM DNA unwinding, fluorescence dequenching; Potency, µM (top dose mostly 56.1 µM), without a hit: top-dose activity change, negative = inhibition, hits mostly inhibitors; 350,000 tested, 0.2% active; AID 2528;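 also: potency is read from the fitted curve at half-maximal effect; plate controls were vehicle for no effect and no enzyme for full effect; nearly all actives have a fitted effect of over 35% in size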
Apoferritin bind – binds horse apoferritin like a general anesthetic. P02791. apoferritin/1-aminoanthracene competitive binding, fluorescence. Potency, µM (titrated, usually from 77.5 µM), for the others: at the top dose activity change, negative = displacement, hits mostly inhibitors. 350,000 tested, 0.074% active. AID 485281; also: potency is read from the fitted curve at half-maximal effect; % is scaled to controls: 0 for no effect and ±100 for the full control effect; nearly all actives have a fitted effect of over 20% in size
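10 uM apoferritin + 50% sat. 1-AMA, PBS; cpd 10 min RT; Ex380/Em535 endpoint; normalized to free probe vs complex; 4-param Hill fit; propofol titration as pos. ctrl.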
APEX1 inh – blocks human APE1 abasic DNA cleavage; recombinant APE1, TAMRA/BHQ-2 abasic DNA cleavage fluorescence; Potency, µM (top dose mostly 65.8 µM), inactives show at the highest dose activity change, negative = inhibition, most hits filed as inhibitors; 350,000 tested, 0.35% active;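 also: potency is read from the fitted curve at half-maximal effect; plate controls were vehicle for no effect and reference inhibitor for full effect; nearly all actives have a fitted effect of over 55% in size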
Target sequence (P27695 whole entry, looked up): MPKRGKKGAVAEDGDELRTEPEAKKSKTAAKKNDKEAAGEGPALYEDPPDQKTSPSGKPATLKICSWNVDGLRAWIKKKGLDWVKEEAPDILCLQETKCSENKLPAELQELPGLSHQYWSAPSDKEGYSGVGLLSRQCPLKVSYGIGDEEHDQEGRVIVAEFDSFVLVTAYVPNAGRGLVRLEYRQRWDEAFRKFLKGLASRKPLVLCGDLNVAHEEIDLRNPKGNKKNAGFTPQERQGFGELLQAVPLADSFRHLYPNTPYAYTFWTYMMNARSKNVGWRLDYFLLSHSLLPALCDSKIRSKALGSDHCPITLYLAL
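Step 1: APE1 (0.75 nM) with compound, 15 min RT. Step 2: add 50 nM fluorophore/quencher THF duplex. Step 3: three fluorescence reads 60 s apart (525/598 nm); read 3 minus read 1 = reaction progress.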
Starred values were filed as active, the others as inactive; i = inactive; ? = inconclusive; · = not tested or not shown; & = joins results of further samples; [ ] = another dose, or the depositor's remark. Unless noted, calls follow the shape of the dose curve; as a rule, active = well fitted curve in the direction sought with a large enough effect; inconclusive = small, poorly fitted or top-dose-only effect, or another doubt; inactive = no such curve, though single readings can be large; an effect the other way counts as inactive or inconclusive. The list is partial. The share of hits here may be higher or lower than overall.

smiles	POLH inh	Pol beta inh	Tb PGK inh	RXFP1 antagonist	POLI inh	POLK inh	BLM helicase inh	Apoferritin bind	APEX1 inh
CC1(C)C=Cc2c(ccc3c2OC[C@@H](c2ccc(O)cc2O)C3)O1	-18%	·	-4%	·	-5%	-6%	·	·	·
CCc1ccc(NC(=O)Cn2nnc(C(=O)NCCc3ccc(OC)c(OC)c3)c2N)cc1	-4%	15%	0%	29	-23%	-9%	-3%	3%	4%
COc1ccc2c(c1)CC(C(=O)Nc1ccc(Cl)cc1)/C(=N/O)O2 (stereo not given)	3%	33%	-3%	-10	7%	7%	-6%	10%	36%
CCOc1ccccc1N1CCN(CC(=O)Nc2nc(C)c(C(=O)N(C)C)s2)CC1	4%	50%	-4%	-8	21%	-7%	-1%	-5%	-2%
O=C(Nc1nnc(SCc2ccc(F)cc2)s1)c1cccnc1Cl	-13%	-3%	3%	-1	31%[activator]	-21%	-4%	-20%	-4%
Cc1cc(C)n2cc(CSc3nnnn3-c3ccccc3)nc2n1	-2%	1%	i	-1	9%	-2%	1%	-13%	-1%
Cc1nc2ccc(NC(=S)NC3CC3)cc2nc1C	-11%	3%	-1%	7	57%	-16%	0%	-6%	3%
O=C(CNC(=S)N(Cc1ccc(F)cc1)C1CCCCC1)NCC1CCCO1 (stereo not given)	-13%	6%	i	-11	90%[activator]	5%	-2%	-11%	-2%
COc1ccccc1NC(=O)Cn1c(=O)n(Cc2ccccc2)c(=O)c2c3c(sc21)CN(C(C)=O)CC3	-3%	14%	2%	·	21%	-6%	-3%	-3%	·
CCOC(=O)C1CCN(C(c2cccc(F)c2)c2c(O)cc(C)n(Cc3ccco3)c2=O)CC1 (stereo not given)	-18%	0%	i	-25	23%	-1%[60.1 µM]	0%	4%	·
O=C(CSc1ccccc1)N1CCN(c2ccccn2)CC1	-14%	0%	-3%	0	-15%	-11%	0%	-13%	-2%
COc1ccccc1CNC(=O)C1=C(C)C(=O)OC12CCC(C)CC2 (stereo not given)	-16%	6%	i	-1	18%	-3%	3%	-10%	1%
Cc1ccc(Cl)cc1NC(=O)CCCN1C(=O)c2cccnc2C1=O	-18%	-15%	-3%	7	94%[activator]	-10%	-2%	1%	10%
CCOCCCn1c(=N)c(C(=O)NCCN2CCOCC2)cc2c(=O)n3cccc(C)c3nc21	2%	-26%	i	-4	15%	-11%	-1%	-6%	0%
CC(=O)Nc1sc(N/N=C/c2ccc(N(C)C)cc2)nc1-c1ccc(C)cc1	-13%	-8%	-6%	5	-30%	-4%	-11%	-5%	-5%
O=C(CN1C(=O)C2C3C=CC(C3)C2C1=O)NCc1ccco1 (stereo not given)	0%	3%	2%	-17	3%	3%	5%	1%	8%
Cc1cccn2c(=O)c(/C=C(\C#N)C(=O)NCc3ccccc3)c(N3CCC(C(N)=O)CC3)nc12	-17%	?	-10%	-6	-3%	-4%	-2%	-2%	6%
COc1ccc2[nH]c3c(c2c1)CCN1C(=O)C(CC(=O)NCCN2CCOCC2)C[C@H](C(=O)N2CCCCC2)[C@@]31CCc1ccccc1 (stereo not given in full)	-22%	·	9%	·	31%[activator]	1%	·	·	-6%
CC(C)(C)C(=O)Nc1ccc2nc(SCC(=O)N3CCc4ccccc43)sc2c1	-19%	13%	8%	·	107%[activator]	-7%	-7%	2%	·
O=C1c2ccccc2NC(c2ccc(-c3cccc([N+](=O)[O-])c3)o2)N1O (stereo not given)	-13%	-9%	1%	7	26%	-4%	1%	-10%	2%&14%
CC1(C)OC2OC(C3COC(=O)O3)C(OC(=O)c3ccccc3)C2O1 (stereo not given)	-5%	·	i	-7	9%	0%	·	·	·
COc1ccccc1C1C(C(=O)c2cc3ccccc3o2)=C(O)C(=O)N1CCN1CCOCC1 (stereo not given)	-8%	-5%	6%	0	?	-11%	-6%	-8%	17%
CCCCCCCCCCCCCCCC[N+](C)(C)CCl	-22%	·	i	-34	-13%	-3%	·	·	·
O=C(Nc1ccc(F)cc1F)c1cccn1-c1ncc(C(F)(F)F)cc1Cl	-10%	44%	-4%	2	39%[activator]	-11%	-6%	-17%	4%
CSCC[C@H](NC(=O)C1CCN(S(=O)(=O)c2ccc(C)cc2)CC1)C(=O)NC1CCS(=O)(=O)C1 (stereo not given in full)	-11%	6%	9%	-36	12%	-17%	3%	-4%	10%
CC1C(C)N(C(=O)CCl)c2ccccc2N1C(=O)CCl (stereo not given)	3%	·	-1%	-13	-10%	-10%	·	·	·
Cc1ccc2[nH]c3c(N4CCc5ccccc5C4)ncnc3c2c1	-28%	0%	2%	-25	39%[activator]	-7%	-11%	-13%	-5%
COc1ccc(CNC(=O)Nc2ccc(C)cc2)cc1	-10%	-23%	-3%	-3	-6%	-21%	0%	6%	?
Cn1c(SCC(=O)Nc2cc(=O)n(C)c(=O)n2C)nnc1C12CC3CC(CC(C3)C1)C2	·	8%	·	·	·	·	1%	-17%	0%
O=C(COC(=O)c1cnccn1)NC1CCCc2ccccc21 (stereo not given)	0%	·	0%	-7	26%	8%	·	·	5%
COc1cccc(NC(=S)NC(C)c2ccc(OC)c(OC)c2)c1 (stereo not given)	-14%	25%	-6%	0	41%[activator]	-18%	-6%	-10%	-6%
O=C(NCc1ccccc1Cl)C(=O)NCC(c1cccs1)S(=O)(=O)c1cccs1 (stereo not given)	-17%	3%	i	0	32%[activator]	-11%[60.1 µM]	-4%	-12%	·
Clc1ccc(/C=N/N2CCN(Cc3ccccc3)CC2)cc1	-8%	1%	5%	0	-8%	-12%	4%	-9%	-4%
COc1ccc(CN(C)CC(=O)Nc2ccccc2-c2ccccc2)c(OC)c1	-7%	0%	-9%	-22	21%	-3%	6%	69%[activator]	4%
S=C(NCC1CCCO1)Nc1ccc(Cl)cc1 (stereo not given)	-1%	51%	-2%	1	24%	-1%	0%	-5%	1%
COc1ccc(C(=O)c2c(C)c(CCC#N)n3ccccc23)c(OC)c1	1%	30%	i	-7	-4%	2%	-3%	-6%	13%
CCCCCCCCC(=O)N/N=C(\C)c1ccco1	-14%	18%	-3%	·	8%	-4%	2%	-3%	15%
Cc1ccc(CN(C)C(=O)c2cccc(S(=O)(=O)N3CCCC3)c2)cc1	-16%	·	-10%	5	18%	5%	·	·	9%
O=C1/C(=C\c2cccc(O)c2O)SC(=S)N1Cc1ccccc1	?	-20%	-25%	-31	?	-7%	-17%	?	6%
COc1ccccc1N/C(=N/S(=O)(=O)c1ccc(C)cc1)c1ccccc1	-5%	5%	-10%	-4	241%[activator]	-18%	0%	-3%	1%
COc1cc(OC)cc(C(C(=O)NCc2ccccc2)N(Cc2ccco2)C(=O)c2ccno2)c1 (stereo not given)	-8%	2%	-3%	-5	-8%	-6%	-20%	?	1%
COc1cc(NC(=O)C(C)N2CCN(C(=O)C3CC3)CC2)cc(OC)c1 (stereo not given)	-6%	·	-6%	-2	44%[activator]	9%	·	·	7%
N#CCC1c2ccccc2CCN1C(=O)Nc1ccc(Cl)cc1 (stereo not given)	-7%	-4%	-4%	-17	18%	0%	-1%	-14%	-6%
N#Cc1nc(COc2ccccc2Cl)oc1NCc1cccnc1	-19%	26%	1%	-2	-25%	?	2%	-2%	3%
C(=N\n1cnnc1)/c1ccc(OCc2cccc3ccccc23)cc1	?	?	-8%	-34	12%	-13%	-1%	?	1%
Cc1cc(-c2cccs2)c2c(n1)sc1c(=O)[nH]c(=O)[nH]c12	?	-1%	-4%	5	-22%	-14%	0%	-2%	3%
COc1ccccc1OCCC(=O)OCC(=O)Nc1cc(S(=O)(=O)N2CCOCC2)ccc1Cl	-8%	?	-2%	-8	-8%	7%	-2%	-21%	-6%
CC(C)CNC(=O)C(=O)Nc1c2c(nn1-c1ccccc1)CS(=O)(=O)C2	-5%	-13%	i	-3	-2%	-14%[60.1 µM]	-1%	-20%	·
Cn1c(=O)[nH]c2c(c1=O)CCO2	-1%	·	-3%	-2	6%	2%	·	·	·
CCSc1nnc(NC(=O)C(Cc2ccccc2)n2cccc2)s1 (stereo not given)	-12%	17%	i	·	59%[activator]	10%	-4%	-8%	-9%
COc1cccc2cc(C(=O)C3=C(O)C(=O)N(CCN4CCOCC4)C3c3ccc(Cl)cc3)oc12 (stereo not given)	?	39%	-4%	-7	41%[activator]	1%	-6%	-1%	2%
N#Cc1c2n(c(=S)n(-c3ccccn3)c1=O)CCCCC2	2%	15%	-9%	19	?	-23%	-9%	-10%	-7%
COC(=O)C(C)Oc1ccc2cc(-c3ccccc3)c(=O)oc2c1 (stereo not given)	-17%	?	-2%	5	37%[activator]	-17%	-5%	-11%	-23%
COCCCn1c(SCC(=O)Nc2ccccc2OC)nc2c(sc3ccccc32)c1=O	-13%	3%	i	-15	-8%	-8%[60.1 µM]	-6%	9%	·
Clc1ncccc1OCc1ccccc1	-3%	·	-9%	1	4%[58.9 µM]	-10%	·	·	·

Not a retest: entries from further up.
smiles	POLH inh	Pol beta inh	Tb PGK inh	RXFP1 antagonist	POLI inh	POLK inh	BLM helicase inh	Apoferritin bind	APEX1 inh
COC(=O)C(C)Oc1ccc2cc(-c3ccccc3)c(=O)oc2c1 (stereo not given)	-17%	?	-2%	5	37%[activator]	-17%	-5%	-11%	-23%
COCCCn1c(SCC(=O)Nc2ccccc2OC)nc2c(sc3ccccc32)c1=O	-13%	3%	i	-15	-8%	-8%[60.1 µM]	-6%	9%	·
Clc1ncccc1OCc1ccccc1	-3%	·	-9%	1	4%[58.9 µM]	-10%	·	·	·
